DAX1 inh-1: DAX1 (NR0B1) inhibitors on StAR promoter, primary screen, cell-based, luminescence, SF-1 (NR5A1), full-length DAX-1; HEK293T StAR-luciferase reporter, SF-1/DAX-1 repression relief; inhibition, % at 6.8 µM; 370,000 compounds, 1.1% hits; AID 652010, 2013;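 active means inhibition above the mean over all tested compounds plus 3 SD, cut at about 3.6% in these data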;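 further: 0% = DAX-1 cells with DMSO and 100% = cells lacking DAX-1 with DMSO; higher inhibition means more luminescence from relief of DAX-1 repression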
ADAM17 inh: ADAM17 inhibitors, primary screen, biochemical, QFRET. Disintegrin and metalloproteinase domain-containing protein 17 (Homo sapiens), P78536. recombinant ADAM17, EDANS/DABCYL FRET peptide cleavage. inhibition, % at 6.95 µM. 370,000 compounds, 0.83% hits;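 active means inhibition above the mean of compounds lying between control limits plus 3 SD, set per campaign, cut at about 8.5% in these data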;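 further: 0% = DMSO-only wells as the low control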
MBD2 DNA inh: inhibitors of MBD2 binding to methylated DNA, primary screen, biochemical, TR-FRET, DNA-binding domain, human; MBD2 binding to methylated oligonucleotide; inhibition, % at 4.4 µM; 370,000 compounds, 0.31% hits; AID 686964, 2013; in the data active means inhibition above about 13%
PLC-beta3 inh: human PLC-beta3 inhibitors, primary screen, biochemical, fluorescence; 1-phosphatidylinositol 4,5-bisphosphate phosphodiesterase beta-3 (Homo sapiens), Q01970; Purified PLC-beta3, fluorogenic substrate; inhibition, % at 12.2 µM; 370,000 compounds, 0.18% hits; AID 720704, 2013; in the data active means inhibition above about 11%;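 further: 0% = median of compound wells on plate and 100% = full blocker control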
Rev-erbA mod: modulators of Rev-erb alpha DNA binding, primary screen, biochemical, FITC-DNA, fluorescence polarization, uHTS; Nuclear receptor subfamily 1 group D member 1 (Homo sapiens), P20393; Rev-erbα–FITC-DNA binding, 90 min; activity, % at 10 µM; 370,000 compounds, 0.79% hits; AID 1259318, 2017;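 active means activity above about 14%, limit read from the data; passing the limit was not always enough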;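 further: 0% = DMSO wells with 35 nM protein and 100% = DMSO wells with 750 nM protein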
Target sequence (P20393 whole entry, looked up): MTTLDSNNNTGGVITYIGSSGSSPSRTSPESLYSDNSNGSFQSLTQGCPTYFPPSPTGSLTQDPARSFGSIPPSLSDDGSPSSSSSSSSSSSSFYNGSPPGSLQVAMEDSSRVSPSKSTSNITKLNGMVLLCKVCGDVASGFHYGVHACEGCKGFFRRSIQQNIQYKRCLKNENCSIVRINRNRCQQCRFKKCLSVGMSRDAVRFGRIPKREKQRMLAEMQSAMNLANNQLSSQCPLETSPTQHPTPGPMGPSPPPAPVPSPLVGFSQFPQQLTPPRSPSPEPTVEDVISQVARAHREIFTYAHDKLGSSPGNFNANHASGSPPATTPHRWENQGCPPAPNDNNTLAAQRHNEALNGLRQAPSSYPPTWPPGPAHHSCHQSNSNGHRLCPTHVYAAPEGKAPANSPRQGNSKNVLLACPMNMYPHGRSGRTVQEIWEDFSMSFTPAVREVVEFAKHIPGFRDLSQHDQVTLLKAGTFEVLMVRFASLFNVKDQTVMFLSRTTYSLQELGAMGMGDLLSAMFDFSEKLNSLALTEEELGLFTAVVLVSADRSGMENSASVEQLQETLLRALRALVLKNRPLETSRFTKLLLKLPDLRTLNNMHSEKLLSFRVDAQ
hgDAF12 agonist: H. glycines DAF-12 receptor agonists, primary screen, cell-based, luminescence, HEK293, GAL4 fusion, UAS-luciferase. Nuclear hormone receptor DAF-12 (Heterodera glycines), GAL4 fusion. 370,000 compounds, 1.8% hits. HEK293 GAL4-hgDAF12 UAS-luciferase reporter, agonist luminescence; normalized to butyrate control. activation, % at 6.8 µM;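 active means activation above a cutoff set at the mean of all screened compounds plus 3 SD, cut at about 10% in these data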;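 further: 0% = DMSO wells and 100% = sodium butyrate wells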
hcDAF12 agonist: H. contortus DAF-12 nuclear receptor activators, primary screen, cell-based, luminescence, HEK293, lit1-tk-luc reporter | HEK293 hcDAF-12 lit1-tk-luc reporter; 0% DMSO, 100% Δ7-dafachronic acid | activation, % at 6.8 µM | 370,000 compounds, 1.4% hits;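 active means activation above the mean of all tested compounds plus 3 SD, cut at about 5.5% in these data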;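 further: 100% = response to 3 µM Δ7-dafachronic acid high control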
SMARCA2 act: SMARCA2 (BRM) function activators, primary screen, cell-based, luminescence, high throughput. MG213 cells, MMTV-luciferase reporter, dexamethasone, overnight. AID 652017, 2013. 370,000 compounds, 1% hits. activation, % at 9.1 µM; in the data active means activation above about 7.8%;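 further: 0% = vehicle wells and 100% = reference activator wells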
PLC-gamma1 inh: PLC-gamma1 enzyme inhibitors, primary screen, biochemical, fluorescence, purified enzyme; fluorogenic substrate; inhibition, % at 12.2 µM; 370,000 compounds, 0.84% hits; in the data active means inhibition above about 9.5%
DAX1 inh-2: DAX1 (NR0B1) inhibitors, primary screen, cell-based, HEK293, Gal4-DAX1, luciferase luminescence. Nuclear receptor subfamily 0 group B member 1 (Homo sapiens), P51843. HEK293 Gal4-DAX1 luciferase reporter. inhibition, % at 6.75 µM. 340,000 compounds, 0.99% hits. AID 504766, 2011;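 active means inhibition above the mean over all tested compounds plus 3 SD, cut at about 4.2% in these data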;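 further: 0% = DAX1-transfected cells with DMSO and 100% = empty-vector control cells with DMSO; inhibition shows as a rise in luminescence from relieved DAX1 repression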
Target sequence (P51843 207-470 limits assumed): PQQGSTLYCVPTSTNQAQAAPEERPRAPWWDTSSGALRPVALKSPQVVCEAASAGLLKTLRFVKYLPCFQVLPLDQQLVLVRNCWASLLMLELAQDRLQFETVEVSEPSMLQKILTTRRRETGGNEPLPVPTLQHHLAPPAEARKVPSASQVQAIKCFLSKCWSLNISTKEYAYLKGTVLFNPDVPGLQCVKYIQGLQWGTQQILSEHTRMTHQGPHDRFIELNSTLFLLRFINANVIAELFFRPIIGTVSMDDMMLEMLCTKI
ssDAF12 agonist: S. stercoralis DAF-12 nuclear receptor activators, primary screen, cell-based, luminescence, HEK293, GRIP1 co-expression, lit1-tk-luc | Nuclear hormone receptor DAF-12 (Strongyloides stercoralis) | HEK293 ssDAF-12/GRIP1 lit1-tk-luc reporter; % of 3 µM dafachronic acid response | activation, % at 6.8 µM | 370,000 compounds, 1% hits | AID 652126, 2013;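 active means activation above the mean over all tested compounds plus 3 SD, cut at about 0.9% in these data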;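 further: 0% = DMSO-only wells and 100% = 3 µM delta7-dafachronic acid wells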
* = called active by the depositor.

O=C(COC(=O)c1ccc[nH]c1=O)NC1CCCc2ccccc21 (stereo not drawn) was read as DAX1 inh-1 0.3, ADAM17 inh -8, MBD2 DNA inh -5, PLC-beta3 inh -5, Rev-erbA mod 2, hgDAF12 agonist -1.3, hcDAF12 agonist -1.8, SMARCA2 act -4, PLC-gamma1 inh 0, DAX1 inh-2 0.9 and ssDAF12 agonist -1.4.
O=c1[nH]c(/C=C/c2ccc(OC(F)F)cc2)nc2c1cnn2-c1ccccc1 was read as DAX1 inh-1 0.1, ADAM17 inh -1, MBD2 DNA inh 1, PLC-beta3 inh -21, Rev-erbA mod 1, hgDAF12 agonist 3.7, hcDAF12 agonist -1.2, SMARCA2 act -1, PLC-gamma1 inh -17, DAX1 inh-2 1.5 and ssDAF12 agonist -1.7.
Screening Cc1c(C(=O)Nc2nnc(SCc3ccccc3Cl)s2)cccc1[N+](=O)[O-] returned DAX1 inh-1 -0.3, ADAM17 inh 1, MBD2 DNA inh -3, PLC-beta3 inh 2, Rev-erbA mod -3, hgDAF12 agonist 0.1, hcDAF12 agonist -1.6, SMARCA2 act 0, PLC-gamma1 inh -2, DAX1 inh-2 0.2 and ssDAF12 agonist -1.4.
Cc1ccc(CNc2ccc(S(=O)(=O)N3CCOCC3)cc2[N+](=O)[O-])cc1 was read as DAX1 inh-1 -0.6, ADAM17 inh -1, MBD2 DNA inh 1, PLC-beta3 inh 0, Rev-erbA mod 0, hgDAF12 agonist -1.6, hcDAF12 agonist -2.5, SMARCA2 act -2, PLC-gamma1 inh 0, DAX1 inh-2 -0.3 and ssDAF12 agonist 0.5.
For CN(C)/C=C/C(=O)/C=C/c1ccc(Cl)cc1 the results were DAX1 inh-1 0.1, ADAM17 inh -3, MBD2 DNA inh 3, PLC-beta3 inh -7, Rev-erbA mod -2, hgDAF12 agonist -4.7, hcDAF12 agonist -0.6, SMARCA2 act -3, PLC-gamma1 inh -6, DAX1 inh-2 -0.1 and ssDAF12 agonist -1.4.
Cc1ccc(NC(=O)NCC(c2ccccc2)N(C)C)cc1 (stereo not drawn) was read as DAX1 inh-1 0.4, ADAM17 inh -1, MBD2 DNA inh 1, PLC-beta3 inh 0, Rev-erbA mod 0, hgDAF12 agonist 2.5, hcDAF12 agonist 4.5, SMARCA2 act 5, PLC-gamma1 inh 3, DAX1 inh-2 1.5 and ssDAF12 agonist -0.6.
Screening O=C(CSc1nc2ccc(NC(=O)CSc3nnnn3-c3ccccc3)cc2s1)Nc1ccccc1 returned DAX1 inh-1 -0.9, ADAM17 inh 0, MBD2 DNA inh 1, PLC-beta3 inh -1, Rev-erbA mod 10, hgDAF12 agonist -2.0, hcDAF12 agonist 1.6, SMARCA2 act 1, PLC-gamma1 inh -2, DAX1 inh-2 -1.9 and ssDAF12 agonist -0.7.
Screening CCOC(=O)c1cnn(Cc2ccccc2)c1N returned DAX1 inh-1 0.1, ADAM17 inh 2, MBD2 DNA inh -2, PLC-beta3 inh 3, Rev-erbA mod -4, hgDAF12 agonist 1.3, hcDAF12 agonist -1.6, SMARCA2 act 5, PLC-gamma1 inh 0, DAX1 inh-2 -1.1 and ssDAF12 agonist -1.5.
`CC(=O)Nc1cccc(OCCOc2cccc([N+](=O)[O-])c2)c1` gave DAX1 inh-1 -4.8, ADAM17 inh -3, MBD2 DNA inh -6, PLC-beta3 inh -2, Rev-erbA mod -2, hgDAF12 agonist 0.1, hcDAF12 agonist 0.5, SMARCA2 act -4, PLC-gamma1 inh 4, DAX1 inh-2 0.3 and ssDAF12 agonist -1.0.
`OC(c1ccccc1)c1nccn1Cc1ccccc1` (stereo not drawn) gave DAX1 inh-1 -0.4, ADAM17 inh 0, MBD2 DNA inh 3, PLC-beta3 inh 3, Rev-erbA mod 2, hgDAF12 agonist -1.1, hcDAF12 agonist 0.4, SMARCA2 act -5, PLC-gamma1 inh 1, DAX1 inh-2 -0.7 and ssDAF12 agonist -1.4.
For O=C(Cc1cccc2ccccc12)N1CC[C@@]2(O)CCCC[C@H]2C1 the results were DAX1 inh-1 -0.2, ADAM17 inh -7, MBD2 DNA inh 3, PLC-beta3 inh 5, Rev-erbA mod -1, hgDAF12 agonist -0.2, hcDAF12 agonist -0.3, SMARCA2 act -3, PLC-gamma1 inh 5, DAX1 inh-2 -1.9 and ssDAF12 agonist -1.9.
Oc1ccccc1CNc1ccc(OC(F)(F)F)cc1 was read as DAX1 inh-1 -0.2, ADAM17 inh 5, MBD2 DNA inh 0, PLC-beta3 inh -1, Rev-erbA mod 3, hgDAF12 agonist 6.8, hcDAF12 agonist -1.3, SMARCA2 act 3, PLC-gamma1 inh 5 and ssDAF12 agonist -1.4.
`COC(=O)c1cc(S(=O)(=O)NCC2CCN(Cc3ccccc3F)CC2)c[nH]1` gave DAX1 inh-1 -0.2, ADAM17 inh 1, MBD2 DNA inh -10, PLC-beta3 inh -75, Rev-erbA mod 1, hgDAF12 agonist -0.4, hcDAF12 agonist 2.0, SMARCA2 act 1, PLC-gamma1 inh 3, DAX1 inh-2 0.6 and ssDAF12 agonist -1.0.
Screening COc1ccccc1CNc1nc(Nc2ccccc2Cl)c2sccc2n1 returned DAX1 inh-1 -3.5, ADAM17 inh -7, MBD2 DNA inh 3, PLC-beta3 inh -5, Rev-erbA mod 1, hgDAF12 agonist -1.5, hcDAF12 agonist -4.2, SMARCA2 act -7, PLC-gamma1 inh -4 and ssDAF12 agonist -2.1.
Screening O=C(O)c1cccc(Cn2cc(Br)cn2)c1 returned DAX1 inh-1 -0.3, ADAM17 inh -4, MBD2 DNA inh -1, PLC-beta3 inh 1, Rev-erbA mod 7, hgDAF12 agonist -0.9, hcDAF12 agonist 0.0, SMARCA2 act 0, PLC-gamma1 inh -1, DAX1 inh-2 -0.5 and ssDAF12 agonist -1.4.
Screening CC1=NNC(=O)C1CC(=O)N/N=C(\C)c1ccco1 (stereo not drawn) returned DAX1 inh-1 -0.3, ADAM17 inh -2, MBD2 DNA inh 4, PLC-beta3 inh -3, Rev-erbA mod -2, hgDAF12 agonist 1.9, hcDAF12 agonist -1.5, SMARCA2 act -3, PLC-gamma1 inh 1, DAX1 inh-2 0.6 and ssDAF12 agonist -0.4.
`Cc1cccn2c(=O)c(/C=C(\C#N)C(=O)NC3CCS(=O)(=O)C3)c(Oc3ccc(F)cc3)nc12` (stereo not drawn) gave DAX1 inh-1 0.0, ADAM17 inh -25, MBD2 DNA inh 0, PLC-beta3 inh -30, Rev-erbA mod -5, hgDAF12 agonist -1.2, hcDAF12 agonist -0.7, SMARCA2 act -1, PLC-gamma1 inh -16, DAX1 inh-2 0.1 and ssDAF12 agonist -0.7.
Screening Cc1nnc(SCC(=O)NC2CCCC(C)C2C)n1N (stereo not drawn) returned DAX1 inh-1 -0.1, ADAM17 inh 1, MBD2 DNA inh -8, PLC-beta3 inh 2, Rev-erbA mod -2, hgDAF12 agonist 1.5, hcDAF12 agonist -0.9, SMARCA2 act 3, PLC-gamma1 inh 3, DAX1 inh-2 -0.2 and ssDAF12 agonist -1.3.
Screening COc1cc(C(=O)NC(=S)NCc2ccco2)cc(OC)c1OC returned DAX1 inh-1 -0.3, ADAM17 inh -2, MBD2 DNA inh 4, PLC-beta3 inh -1, Rev-erbA mod -4, hgDAF12 agonist 1.1, hcDAF12 agonist 0.3, SMARCA2 act -3, PLC-gamma1 inh -1, DAX1 inh-2 0.9 and ssDAF12 agonist -1.9.
Fc1ccc(-c2[nH]ncc2CN2CCN(c3ccc(F)cc3)CC2)cc1 was read as DAX1 inh-1 0.6, ADAM17 inh 3, MBD2 DNA inh -5, PLC-beta3 inh -1, Rev-erbA mod 7, hgDAF12 agonist -2.4, hcDAF12 agonist -2.2, SMARCA2 act -1, PLC-gamma1 inh 5, DAX1 inh-2 -1.5 and ssDAF12 agonist -1.8.
Nc1ccccc1C(=O)NCCCN1CCOCC1 was read as DAX1 inh-1 0.4, ADAM17 inh -208, MBD2 DNA inh 1, PLC-beta3 inh -132, Rev-erbA mod 1, hgDAF12 agonist 0.1, hcDAF12 agonist -0.5, SMARCA2 act 0, PLC-gamma1 inh -97, DAX1 inh-2 1.1 and ssDAF12 agonist -0.5.
`Cc1ccc(NC2=Nc3ccccc3CS2)cc1` gave DAX1 inh-1 2.8, ADAM17 inh -3, MBD2 DNA inh 1, PLC-beta3 inh 4, Rev-erbA mod -3, hgDAF12 agonist 19*, hcDAF12 agonist 15*, SMARCA2 act 5, PLC-gamma1 inh 1, DAX1 inh-2 -1.0 and ssDAF12 agonist 1.6*.
For CN1C(=O)NC(NC(=O)c2cccs2)(C(F)(F)F)C1=O (stereo not drawn) the results were DAX1 inh-1 -0.3, ADAM17 inh -3, MBD2 DNA inh 3, PLC-beta3 inh 1, Rev-erbA mod -2, hgDAF12 agonist 0.4, hcDAF12 agonist -1.2, SMARCA2 act -3, PLC-gamma1 inh -1, DAX1 inh-2 0.3 and ssDAF12 agonist -1.5.
O=C1c2ccccc2C(=O)N1CCCOCc1c[nH]c(=O)[nH]c1=O was read as DAX1 inh-1 0.2, ADAM17 inh 0, MBD2 DNA inh 4, PLC-beta3 inh 6, Rev-erbA mod -7, hgDAF12 agonist -0.3, hcDAF12 agonist -1.4, SMARCA2 act -4, PLC-gamma1 inh 3, DAX1 inh-2 1.9 and ssDAF12 agonist -1.2.
O=C(NCC(F)(F)F)c1[nH]c(C(F)(F)F)nc1-c1ccccc1 was read as DAX1 inh-1 -1.1, ADAM17 inh -1, MBD2 DNA inh -3, PLC-beta3 inh 0, Rev-erbA mod -6, hgDAF12 agonist -0.8, hcDAF12 agonist 1.7, SMARCA2 act -3, PLC-gamma1 inh 0 and ssDAF12 agonist -1.4.
`O=C1OCCC1Sc1nc2ccccc2n1Cc1ccccc1` (stereo not drawn) gave DAX1 inh-1 0.0, ADAM17 inh -4, MBD2 DNA inh 3, PLC-beta3 inh 1, Rev-erbA mod 1, hgDAF12 agonist 2.0, hcDAF12 agonist -1.8, SMARCA2 act -1, PLC-gamma1 inh 1, DAX1 inh-2 0.1 and ssDAF12 agonist -0.8.

Screening data as filed in PubChem BioAssay.
